Compound activity from PubChem.
Pol eta inh = DNA polymerase eta (human) inhibition; hit rate 1.2% among 390,000; Q9Y253; recombinant Pol eta, fluorescent DNA replication assay; Potency, µM (doses to about 114 µM), without a hit: top-dose activity change, negative = inhibition, most hits filed as inhibitors; note: potency is the fitted concentration of half-maximal effect; % is set by controls: 0 for no effect and ±100 for the full control effect
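Fluorescent replication assay: 50 nM final substrate added after a 15 min room-temperature compound preincubation with 10 nM enzyme. Signal taken at 0 min and again at 10 min.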
BAZ2B block = blocks human BAZ2B. Q9UIF8. AlphaScreen BAZ2B-H3K14Ac peptide displacement. Potency, µM (titrated, usually from 114 µM), inactives show at the highest dose activity change, negative = inhibition, hits mostly inhibitors. hit rate 4.4% among 360,000. AID 504333; note: potency is the fitted concentration of half-maximal effect; % is set by controls: 0 for no effect and ±100 for the full control effect; nearly all actives have a fitted effect of over 60% in size
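In this displacement format the biotinylated H3(5-23) peptide acetylated at Lys14 serves as ligand at 50 nM, with BAZ2B at 50 nM in PBS pH 7.4 containing 0.01% Tween-20. Donor and acceptor beads are 10 ug/mL final.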
GLS inhibitor = inhibitors of human glutaminase (GLS); GLS enzymatic activity, qHTS titration; Potency, µM (highest dose often 45.5 µM), inactives show at the top dose activity change, negative = inhibition, hits mostly inhibitors; O94925; AID 624170; hit rate 0.21% among 410,000; note: potency is the fitted concentration of half-maximal effect; % is set by controls: 0 for no effect and ±100 for the full control effect
Target sequence (O94925 whole entry, looked up): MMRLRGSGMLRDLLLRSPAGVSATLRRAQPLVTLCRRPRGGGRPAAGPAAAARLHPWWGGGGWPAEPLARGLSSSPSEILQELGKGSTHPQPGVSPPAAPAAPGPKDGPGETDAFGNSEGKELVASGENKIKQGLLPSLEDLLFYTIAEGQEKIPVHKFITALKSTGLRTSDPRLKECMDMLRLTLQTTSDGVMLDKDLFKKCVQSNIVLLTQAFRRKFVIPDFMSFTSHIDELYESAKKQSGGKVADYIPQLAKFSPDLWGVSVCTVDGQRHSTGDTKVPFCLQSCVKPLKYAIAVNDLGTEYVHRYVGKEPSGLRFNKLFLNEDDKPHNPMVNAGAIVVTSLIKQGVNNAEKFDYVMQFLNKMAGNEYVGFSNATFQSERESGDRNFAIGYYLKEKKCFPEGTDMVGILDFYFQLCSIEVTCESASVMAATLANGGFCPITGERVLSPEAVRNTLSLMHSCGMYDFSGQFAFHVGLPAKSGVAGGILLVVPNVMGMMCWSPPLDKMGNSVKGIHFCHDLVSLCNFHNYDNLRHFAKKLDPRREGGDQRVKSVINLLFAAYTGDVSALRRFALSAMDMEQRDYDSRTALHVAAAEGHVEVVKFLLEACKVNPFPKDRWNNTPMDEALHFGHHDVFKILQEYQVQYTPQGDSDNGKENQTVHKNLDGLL
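Compounds were pin-transferred onto hKGA, after which L-glutamine (1 mM solution) and a detection mix of glutamate oxidase, HRP and Amplex Red were added. Initial and 30 min RT fluorescence reads were collected.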
Pin1 inh = inhibitors of human Pin1; Q13526; Pin1 FP peptide displacement, HiFluor488, 10 min; Potency, µM (series often up to 115 µM), for inactives: at the top dose activity, negative = inhibition, hits mostly inhibitors; hit rate 0.009% among 390,000; AID 504891; active = well fitted inhibition curve with a large enough effect in the polarisation, with a control signal flat, not every such curve was filed as active; inconclusive = small, poorly fitted or top-dose-only effect, or effect the other way, or a change in a side signal; inactive = no such curve, though single readings can be large or run the other way; the % refers to the polarisation; note: potency is the fitted concentration of half-maximal effect; % is set by controls: 0 for no effect and ±100 for the full control effect
Target sequence (Q13526 whole entry, looked up): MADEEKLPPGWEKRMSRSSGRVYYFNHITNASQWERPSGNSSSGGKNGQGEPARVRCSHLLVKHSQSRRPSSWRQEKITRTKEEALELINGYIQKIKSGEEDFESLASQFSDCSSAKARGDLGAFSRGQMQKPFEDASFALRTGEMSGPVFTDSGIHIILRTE
PI4K2A inh = inhibitors of human PI4K2A; Q9BTU6; purified PI4K2A, ADP-Glo luminescence, 1 h; hits give low values; activity change, negative = inhibition, % at 76.9 µM; hit rate 0.13% among 420,000; in the data active = activity change below about -50%; inconclusive = mostly about -30% to -49%;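 note: -100% = wells without enzyme as full effect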
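In this quantitative HTS, ADP production by PI4K2A was quantified luminescently after 1 h at ambient temperature; 100 microM adenosine served as plate-quality control.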
Tb PGK inh = inhibitors of T. brucei phosphoglycerate kinase; P07378; PGK/GAPDH coupled, Kinase-Glo luminescence, 60 min; Potency, µM (series often up to 57.5 µM), without a hit: at the top dose activity change, negative = inhibition, usual class: inhibitors; hit rate 0.043% among 380,000; AID 602233; note: potency is the fitted concentration of half-maximal effect; % is set by controls: 0 for no effect and ±100 for the full control effect; nearly all actives have a fitted effect of over 60% in size
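Luminescent ATP detection (Kinase-Glo Plus) follows a 60-minute room-temperature incubation, with wells lacking PGK as controls. Buffer: 100 mM TEA (pH 7.6), 5 mM MgCl2, 0.01% Tween-20. Coupling enzyme GAPDH (100 nM final) supplies unstable 1,3-BPG in-well.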
G9a inh = G9a (human) methyltransferase inhibition; G9a H3K9 monomethylation, AlphaScreen, 2 h; AID 504332; Potency, µM (titrated, usually from 102 µM), for inactives: at the highest dose activity, negative = inhibition, hits mostly inhibitors; hit rate 8.8% among 350,000; note: potency is the fitted concentration of half-maximal effect; % is set by controls: 0 for no effect and ±100 for the full control effect; nearly all actives have a fitted effect of over 75% in size
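Quantitative HTS format: methyltransferase activity on a biotin-tagged H3K9 peptide is measured by AlphaScreen, using a rabbit anti-monomethyl-H3K9 antibody with streptavidin donor and anti-IgG acceptor beads. Final levels are 20 nM enzyme, 500 nM peptide, 20 uM SAM; 2 h RT.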
HP1b chromo inh = HP1-beta chromodomain-methylated histone interaction inhibition; P83916; AlphaScreen HP1-beta / biotin-H3K9me3 peptide binding; Potency, µM (top dose mostly 114 µM), for the others: at the highest dose activity change, negative = inhibition, most hits filed as inhibitors; hit rate 0.56% among 390,000; AID 540317; note: potency is the fitted concentration of half-maximal effect; nearly all actives have a fitted effect of over 70% in size; inactives centre near 23
Target sequence (P83916 whole entry, looked up): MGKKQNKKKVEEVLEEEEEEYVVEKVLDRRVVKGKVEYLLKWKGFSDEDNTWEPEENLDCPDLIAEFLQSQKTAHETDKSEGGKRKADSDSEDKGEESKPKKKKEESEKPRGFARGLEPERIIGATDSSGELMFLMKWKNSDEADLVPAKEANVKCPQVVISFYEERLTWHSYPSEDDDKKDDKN
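HP1-beta protein (50 nM final) preincubated 30 min at room temperature with biotinylated H3(1-18)K9me3 peptide (50 nM) in PBS pH 7.4, 0.01% Tween-20, then compound added for 30 min. AlphaScreen streptavidin donor/nickel chelate acceptor beads (10 ug/mL final), 30 min dark, luminescence read.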
JMJD2A Tudor = inhibitors of human JMJD2A Tudor domain. Potency, µM (doses to about 114 µM), for inactives: top-dose activity change, negative = inhibition, actives largely listed as inhibitors. O75164. hit rate 4.4% among 390,000. AID 504339. AlphaScreen JMJD2A-Tudor / H3K4me3 peptide binding; note: potency is the fitted concentration of half-maximal effect; % is set by controls: 0 for no effect and ±100 for the full control effect; nearly all actives have a fitted effect of over 50% in size
Starred values were filed as active, the others as inactive; i = inactive; ? = inconclusive; · = not tested or not shown; [ ] = dose if it differs, or a comment. Unless noted, calls come from the whole dose curve; as a rule, active = well fitted curve in the direction sought with a large enough effect; inconclusive = small, poorly fitted or top-dose-only effect, or another doubt; inactive = no such curve, though single readings can be large; an effect the other way counts as inactive or inconclusive. Only part of the results is shown; the hit share may differ from the screen's.

Preview:
SMILES | Pol eta inh | BAZ2B block | GLS inhibitor | Pin1 inh | PI4K2A inh | Tb PGK inh | G9a inh | HP1b chromo inh | JMJD2A Tudor
Cc1ccccc1Cn1cc(NC(=O)COc2ccccc2)cn1 | -8% | -21% | 10% | -1% | -11 | i | -47%[59 µM] | -1% | -15%
Nc1cc(-c2cccc(Br)c2)nn1Cc1ccccc1 | -27% | ? | 2% | ? | -3 | 0% | ? | -14% | -33%
c1ccc(COc2ccc(OCCn3cncn3)cc2)cc1 | -4% | -18% | -8% | -1% | -5 | -3% | 3%[59 µM] | 40%[activator] | -10%

The whole of this part, repeating the preview:
SMILES | Pol eta inh | BAZ2B block | GLS inhibitor | Pin1 inh | PI4K2A inh | Tb PGK inh | G9a inh | HP1b chromo inh | JMJD2A Tudor
Cc1ccccc1Cn1cc(NC(=O)COc2ccccc2)cn1 | -8% | -21% | 10% | -1% | -11 | i | -47%[59 µM] | -1% | -15%
Nc1cc(-c2cccc(Br)c2)nn1Cc1ccccc1 | -27% | ? | 2% | ? | -3 | 0% | ? | -14% | -33%
c1ccc(COc2ccc(OCCn3cncn3)cc2)cc1 | -4% | -18% | -8% | -1% | -5 | -3% | 3%[59 µM] | 40%[activator] | -10%
Cc1cc(OCCSc2nnc(-c3cccs3)n2C)ccc1Cl | -18% | 85%[activator] | -2% | 4% | -3 | i | -8% | -9% | -20%[11.4 µM]
Cc1nn(CC(=O)NCc2ccco2)c(C)c1[N+](=O)[O-] | -18% | 1% | 1% | -3% | 4 | 3% | · | 26% | -15%
O=C(Cn1nc(-c2ccccc2)c2ccccc2c1=O)Nc1cccc(O)c1 | -11% | -10% | -3% | 4% | -1 | 7% | · | 2% | ?
CC1CCC(C(=O)NC(C(=O)N2CCc3ccccc3C2)C(C)C)CC1 (stereo not drawn) | 7% | -11% | 3% | -1% | 4 | -7% | 3%[12.7 µM] | 48%[activator] | -3%
COC(=O)CNC(=O)c1cn(CC(C)C)c(=O)c2cc(OC)c(OC)cc12 | -15% | 9% | -4% | 5% | 0 | -3% | -32% | 18% | -2%
Cc1cccc(NS(=O)(=O)c2cc3c(cc2C)NC(=O)CO3)c1 | -19% | 6% | 1% | -3% | 15 | -5% | · | 20% | -7%
C[C@H](CO)N1C[C@H](C)[C@H](CN(C)C(=O)c2ccccc2)Oc2cc(Br)ccc2S1(=O)=O | -24% | · | 5% | · | 2 | 10% | · | · | ·
Cc1cc([N+](=O)[O-])nn1CC(=O)Nc1cc(F)ccc1F | -8% | -5% | -6% | 1% | -2 | i | · | 33% | -19%
Cc1ccc(S(=O)(=O)N2CCN(C(=O)Cn3c(=O)oc4ccccc43)CC2)c(C)c1 | -16% | -5% | -2% | 2% | 2 | 10% | -7%[59 µM] | 39% | -1%
Cc1ccc(CNC(=O)CC(C)S(=O)(=O)c2ccc3c(c2)NC(=O)C(C)S3)cc1 (stereo not drawn) | -16% | -19% | -3% | 18% | 7 | -9% | -7%[59 µM] | 24% | -7%
CC(C)Nc1nnc(SC(C)C(=O)N(C)C2CCCCC2)s1 (stereo not drawn) | -17% | 2% | -1% | -4% | -2 | 7% | 8%[0.501 µM] | 21% | -7%
COc1c(Br)cc(Br)cc1C(=O)Nc1ccccc1N1CCCC1 | -11% | 5% | -13% | 12% | -3 | i | -1% | 44% | -9%
Cc1cc(Nc2cc(Cl)nc(Sc3ccc(NC(=O)C4CC4)cc3)n2)n[nH]1 | -18% | · | -2% | 36%[activator] | -3 | i | · | 61%[activator] | -28%
COc1ccc(OCCCn2c(=O)oc3ccc(C)cc32)cc1 | · | 80%[activator] | 3% | 11% | 3 | · | 78%[activator][59 µM] | 130%[activator] | 28%
COc1ccc(C)cc1NC(=O)CN(c1ccccc1F)S(C)(=O)=O | -17% | -7% | -2% | 3% | 0 | -8% | -24% | 35% | -9%
COC(=O)c1ccccc1NC(=O)Nc1cccnc1 | 8% | -3% | 1% | 1% | 0 | 13% | -7%[12.7 µM] | 35% | 4%
COc1cccc(NC(=O)C2CCN(S(=O)(=O)c3ccc4[nH]c(=O)oc4c3)CC2)c1 | -14% | -23% | -14% | -1% | 3 | -4% | 5% | 56%[activator] | -2%

Profiles as entered above. Order of values: Pol eta inh, BAZ2B block, GLS inhibitor, Pin1 inh, PI4K2A inh, Tb PGK inh, G9a inh, HP1b chromo inh, JMJD2A Tudor
Cc1cc(Nc2cc(Cl)nc(Sc3ccc(NC(=O)C4CC4)cc3)n2)n[nH]1 is listed with -18%, ·, -2%, 36%[activator], -3, i, ·, 61%[activator], -28%
Nc1cc(-c2cccc(Br)c2)nn1Cc1ccccc1 is listed with -27%, ?, 2%, ?, -3, 0%, ?, -14%, -33%
COC(=O)c1ccccc1NC(=O)Nc1cccnc1 is listed with 8%, -3%, 1%, 1%, 0, 13%, -7%[12.7 µM], 35%, 4%
CC1CCC(C(=O)NC(C(=O)N2CCc3ccccc3C2)C(C)C)CC1 (stereo not drawn) is listed with 7%, -11%, 3%, -1%, 4, -7%, 3%[12.7 µM], 48%[activator], -3%
Cc1ccc(CNC(=O)CC(C)S(=O)(=O)c2ccc3c(c2)NC(=O)C(C)S3)cc1 (stereo not drawn) is listed with -16%, -19%, -3%, 18%, 7, -9%, -7%[59 µM], 24%, -7%

(list continues)
SMILES | Pol eta inh | BAZ2B block | GLS inhibitor | Pin1 inh | PI4K2A inh | Tb PGK inh | G9a inh | HP1b chromo inh | JMJD2A Tudor
Cc1onc(-c2ccccc2)c1C(=O)N1CCN(c2ccccn2)CC1 | -14% | -11% | -3% | 1% | 4 | -6% | 48% | 28% | 0%
O=C(NCc1ccc(Cl)cc1)C1CCN(S(=O)(=O)c2cccs2)CC1 | -27% | 0% | -7% | 0% | -7 | 1% | 18%[59 µM] | 39%[activator] | 8%
CSc1nc(C)c(Cc2ccccc2)c(=O)[nH]1 | -19% | -5% | -29% | -6% | 4 | -5% | -112%[59 µM] | 21% | -12%
CSc1nsc(SC)c1NC(=O)OCc1ccccc1 | -8% | 0% | -2% | 1% | 2 | 3% | 40µM* | 33% | -7%
COc1ccc(Nc2cc(C)c3ccc(O)cc3n2)cc1 | -13% | -32% | 25% | -1% | 4 | i | · | 20% | -16%
CCN1CCN(c2cc(C)c3cc(NC(=S)N4CCN(c5ccccc5)CC4)ccc3n2)CC1 | -20% | ? | -26% | 3% | 0 | -2% | -41%[59 µM] | 7% | -17%
CCCn1c(=N)n(CC(=O)c2ccc(Cl)c(Cl)c2)c2ccccc21 | -6% | -1% | 4% | 1% | 2 | i | ? | 65%[activator] | -13%
COc1ccc(C2C(C#N)=C(N)N(Nc3ccccc3)C3=C2C(=O)CC(C)(C)C3)cc1C (stereo not drawn) | -5% | -29% | 5% | 14% | -3 | 4% | · | 25% | -23%
COC(=O)N1C(=O)[C@](c2ccccc2)(C2CCCCC2)N1C(=O)OC | -7% | -30% | 7% | 1% | -14 | -7% | 4% | 67%[activator] | -11%
Cc1ccc(/C=N/n2nnnc2N)cc1[N+](=O)[O-] | 10% | -23% | 12% | -1% | 0 | 7% | · | 55%[activator] | -5%[57.1 µM]
COCCNC(=S)N/N=C/c1ccc(OCc2ccc(C(=O)OC)cc2)c(OC)c1 | -11% | 10% | 5% | 5% | -7 | 2% | 16%[59 µM] | 41%[activator] | -16%
COC(=O)CSC1=C(C#N)C(c2ccc(Cl)cc2)C(C(=O)OC)C(=O)N1 (stereo not drawn) | -16% | 2% | 43%[activator] | -1% | 5 | -8% | 45µM* | -15% | -20%
O=C(CC1C(=O)NCCN1Cc1c(F)cccc1Cl)NC1CCCCCC1 (stereo not drawn) | -11% | -2% | -2% | 2% | -5 | -5% | 0% | 4% | -3%
O=C(O)CCC(=O)N1N=C(c2cccs2)CC1c1cccc([N+](=O)[O-])c1 (stereo not drawn) | -13% | 0% | -3% | -16% | -1 | 14% | 1% | 33% | -3%
NS(=O)(=O)c1cccc(NC(=O)c2cc(-c3cccs3)nc3ccccc23)c1 | -4% | -35% | -1% | 11% | 0 | -8% | 45µM* | 24% | -21%
CC(CP(=O)(O)O)NC(=O)Cc1ccccc1 (stereo not drawn) | 0% | -9% | ? | -7% | 2 | i | -3%[12.7 µM] | 5% | ?
CCN(C(=O)Cn1ncc2c1-c1cc(C)ccc1OC2)c1cc(Cl)ccc1OC | -11% | -15% | 4% | 2% | -1 | 2% | -10%[59 µM] | 20% | -22%
O=C(Nc1ccc2c(c1)C(=O)NC2=O)c1cc(Cl)ccc1Cl | -16% | 3% | 7% | 1% | 1 | 0% | · | 32% | -22%
COC(=O)c1cc(C(=O)OCC(=O)NC(=O)NCc2ccccc2)cc([N+](=O)[O-])c1 | -24% | -27% | -5% | -2% | 3 | 2% | -45%[2.33 µM] | -5% | ?
CCOC(=O)C1C2C=CC3(CN(Cc4ccccc4)C(=O)C13)O2 (stereo not drawn) | -17% | -7% | 0% | -4% | 1 | -8% | 15%[59 µM] | 47%[activator] | -4%
COc1ccc(C(=O)NC(=S)Nc2ccc3oc(=O)ccc3c2)cc1[N+](=O)[O-] | -5% | -20% | 0% | ? | 1 | -5% | 97%[activator] | 17% | -17%
Cc1nc(SCC(=O)c2cc3ccccc3oc2=O)c(C#N)c(-c2ccccc2)c1C(=O)Nc1ccccc1 | -1% | 8% | -7% | ? | 1 | -2% | 14% | 35% | -14%
